TDP1 cell CPT = DT40-hTDP1 cell growth loss with CPT. chicken DT40 Tdp1-/-;hTDP1 cells + 20 nM CPT, ATP luminescence, 48 h. AID 686979. Potency, µM (series often up to 46.2 µM), for the others: top-dose activity change, negative = growth inhibition, most hits filed as inhibitors. 420,000 tested, 12% active; note: nearly all actives have a fitted effect of over 55% in size
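Chicken DT40 Tdp1-/- cells stably complemented with human TDP1 were seeded at 400 cells/well in medium containing 20 nM camptothecin, exposed to pin-transferred compounds, and grown at 37 °C for at least 48 hr. Viability was read as ATP luminescence.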
TDP1 block = inhibitors of human tyrosyl-DNA phosphodiesterase TDP1; Potency, µM (titrated, usually from 130 µM), inactives show at the highest dose activity change, negative = inhibition, actives largely listed as inhibitors; recombinant TDP1, AlphaScreen DNA substrate cleavage; 350,000 tested, 0.28% active; AID 485290; note: nearly all actives have a fitted effect of over 40% in size
Target sequence (Q9NUW8 whole entry, looked up): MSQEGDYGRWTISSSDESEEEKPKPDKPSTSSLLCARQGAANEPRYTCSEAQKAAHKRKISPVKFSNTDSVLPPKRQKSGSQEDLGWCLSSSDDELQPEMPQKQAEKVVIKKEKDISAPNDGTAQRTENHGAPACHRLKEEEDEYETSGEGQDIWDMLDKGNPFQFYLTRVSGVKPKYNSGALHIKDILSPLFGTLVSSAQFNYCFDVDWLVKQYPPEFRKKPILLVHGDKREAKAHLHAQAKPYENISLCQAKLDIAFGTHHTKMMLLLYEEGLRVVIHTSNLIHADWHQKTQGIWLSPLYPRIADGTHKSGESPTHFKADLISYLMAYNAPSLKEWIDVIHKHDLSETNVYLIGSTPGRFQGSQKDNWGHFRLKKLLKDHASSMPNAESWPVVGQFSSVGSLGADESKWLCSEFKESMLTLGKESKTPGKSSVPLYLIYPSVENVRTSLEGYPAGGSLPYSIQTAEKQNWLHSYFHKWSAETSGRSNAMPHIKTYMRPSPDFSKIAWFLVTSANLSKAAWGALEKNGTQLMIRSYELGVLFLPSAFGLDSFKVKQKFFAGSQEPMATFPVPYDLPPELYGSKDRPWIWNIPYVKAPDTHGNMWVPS
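Recombinant E. coli-expressed Tdp1 (1 nM) preincubated with compound 15 min at RT, then 5'-biotin/3'-phosphotyrosine-FITC DNA substrate (15 nM) added for 5 min. AlphaScreen beads (10 ug/ml) added, 10 min RT; tyrosine-FITC cleavage read as signal loss.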
TDP1 cell noCPT = qHTS for Inhibitors of human tyrosyl-DNA phosphodiesterase 1 (TDP1): qHTS in cells in absence of CPT | DT40 Tdp1-/- hTDP1 cells, no CPT, ATP luminescence, 48 h | Potency, µM (top dose mostly 46.2 µM), for inactives: at the highest dose activity change, negative = growth inhibition, hits mostly inhibitors | 420,000 tested, 15% active; note: nearly all actives have a fitted effect of over 55% in size
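Camptothecin absent (DMSO only). Human TDP1-complemented DT40 knockout cells, 400 cells/well, 37 °C for minimum 48 hr; ATP measured via CellTiter-Glo, 30 min dark incubation, luminescence.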
* = called active by the depositor; ? = inconclusive; . = not tested or not shown; & = joins results of further samples; [ ] = dose if it differs, or a comment. Calls come from the whole dose curve; as a rule, active = well fitted curve in the direction sought with a large enough effect; inconclusive = small, poorly fitted or top-dose-only effect, or another doubt; inactive = no such curve, though single readings can be large; an effect the other way counts as inactive or inconclusive. % is set by controls: 0 for no effect and ±100 for the full control effect; potency is the fitted concentration of half-maximal effect.

SMILES | TDP1 cell CPT | TDP1 block | TDP1 cell noCPT
C[C@@H](C(=O)NCC1CC1)[C@@H]1C[C@@]1(C)[C@@H](NC(=O)OCc1ccccc1)c1ccccc1 | ? | 0%&9% | 15µM*
CC(C)(C)C(=O)N1CCC[C@H]1C(O)(c1ccccc1)c1ccccc1 | ? | 3% | ?
CCOc1cccc(OCCOCCOc2ccccc2C(C)=O)c1 | -22% | -3% | -24%
C=C(C)c1cccc(C(C)(C)NC(=O)NCc2ccncc2)c1 | 12% | 3% | 1%
CCCCOc1ccc(/C=N/NC(=O)c2nnn(-c3nonc3N)c2CN2CCCCCC2)cc1 | ? | . | ?
CC1(C)C(C=C(Cl)Cl)C1C(=O)N1CCN(c2ccccc2)CC1 (stereo not drawn) | ? | 5% | ?
N#CC1=C(N)Oc2n[nH]c(-c3ccc(F)cc3)c2C1c1ccncc1 (stereo not drawn) | -3% | 3% | -4%
COc1ccc(C(C)(C)C)cc1NC(=O)COC(=O)c1nc2nccc(C)n2n1 | 1% | 0%[56.1 µM] | 0%
CC(Sc1nc(NCc2ccccc2)nc(N2CCOCC2)n1)C(=O)Nc1ccccc1 (stereo not drawn) | ? | 2% | 21µM*
Cc1ccc2oc(-c3ccc(C)c(NC(=O)COc4ccccc4C)c3)nc2c1 | -14% | . | ?
CC(=O)N1CCC(C(=O)Nc2cc(C)cc(C)c2)CC1 | 4% | 6% | -11%
CC(=O)c1ccc(S(=O)(=O)N2CCC(NC(=O)Nc3cccc(F)c3)CC2)cc1 | ? | . | ?
O=C1NCCN1CCNS(=O)(=O)c1ccccc1[N+](=O)[O-] | 1% | -6% | 0%
COc1ccc2cc3cc(C(=O)NCc4ccc5c(c4)OCO5)oc3nc2c1 | -6% | -9% | -27%
CCCS(=O)(=O)N1CCC(C(=O)NCCOC)CC1 | -6% | 5% | -33%
O=C(Nc1ccccc1Cl)ON=C1c2ccccc2-c2ccccc21 | ? | 1% | ?
COC(=O)/C=C\c1cc(O)ccc1O | 0.6µM* | 9%[56.1 µM] | 0.6µM*
C[C@@H]1CN([C@@H](C)CO)C(=O)CCCn2nncc2CO[C@H]1CN(C)C(=O)Nc1ccccc1C(F)(F)F | 2% | . | -15%
CCCc1nnc(NC(=O)CCC(=O)N2CCN(CCOc3ccc(C)cc3)CC2)s1 | ? | 7% | ?
O=C(c1ccco1)N1CCN(C(=O)c2cn(-c3ccccc3)nc2-c2ccccc2)CC1 | -5% | 0% | 0%
COc1cc(/C=C(\C#N)C(=O)NC(C)C)cc(Cl)c1O | 2% | 5% | -1%
COc1cc2cc(C(c3nnnn3C(C)(C)C)N3CCc4ccccc43)c(=O)[nH]c2cc1OC (stereo not drawn) | -35% | 8% | 21µM*
C=CCOC(=O)C1=C(C)NC(SCC(=O)OCC)=C(C#N)C1c1ccc(C)cc1 (stereo not drawn) | -22% | 0% | -15%
CC(C)(C)C1CCc2c(sc(NC(=O)CSc3nnc(-c4ccccc4)o3)c2C#N)C1 (stereo not drawn) | ? | -5% | ?
COc1cccc(C2C(C(=O)c3cccs3)=C(O)C(=O)N2CCN2CCOCC2)c1OC (stereo not drawn) | 6% | . | -3%
SMILES | TDP1 cell CPT | TDP1 block | TDP1 cell noCPT
CC1=Nc2ccc(Br)cc2C(c2ccccc2)N1CC(=O)O (stereo not drawn) | 1% | 0% | -10%
CC(O)(c1cccnc1)c1nc(-c2cccc(C#N)c2)cs1 (stereo not drawn) | 16µM* | . | 15µM*
COc1ccccc1Nc1ncnc2c1nc1n2CCCC1 | 7.3µM* | 4% | 8.2µM*
COc1cccc(CNC(=O)c2ccc(CS(=O)Cc3ccccc3Cl)o2)c1 (stereo not drawn) | ? | . | ?
CCOc1ccc(N(CC(=O)Nc2cccc(OC)c2)S(C)(=O)=O)cc1 | -24% | . | 10%
C/C(=N/NC(=O)CCC(=O)Nc1cccc(Cl)c1)c1ccc(C)cc1 | 8% | 4% | 7%
Cc1oc(-c2ccc(Cl)cc2)nc1CS(=O)CC(=O)NCCCN1CCN(Cc2ccccc2)CC1 (stereo not drawn) | 15µM* | 6% | ?
Nc1ccc(Cc2ccccn2)cc1 | -8% | 3% | -17%
COc1cc(N)c(Cl)cc1C(=O)OC(C)C(=O)Nc1cccc(S(=O)(=O)N2CCOCC2)c1 (stereo not drawn) | ? | 0% | ?
CCC(C)(C)NC(=O)C(c1cccc(OC)c1)N(C(=O)CNC(=O)c1cccs1)c1cccnc1 (stereo not drawn) | -2% | -16% | -20%
COc1ccc2nc(NC(=O)CN3C(=O)NC4(CCCCC4)C3=O)sc2c1 | -13% | 2% | -19%
O=C(c1ccco1)N1CCC(c2nc(-c3ccc(F)cc3)no2)CC1 | ? | 4% | ?
CNC(=O)c1cc2cccc(OC)c2oc1=O | -7% | -2% | 10%
COc1ccc(-c2nc3sc(CCNC(=O)Cc4ccc(Cl)cc4)c(C)n3n2)cc1 | ? | 3% | ?
Cc1nc(Sc2ccccc2)c(C#N)c(C)c1[N+](=O)[O-] | ? | 5% | 16µM*
CNC(=O)c1cc2cc(OC)ccc2oc1=N | -10% | 2% | -2%
Cc1ccccc1C(=O)N1CCC1(C)C(=O)NC(C)C (stereo not drawn) | -25% | . | -8%
COc1cccc(OC)c1C(=O)Nc1c(C(=O)N2CCN(c3ccccn3)CC2)oc2ccccc12 | ? | 6% | 26µM*
O=C(COc1ccc(Br)cc1)N1CCN(c2ccc([N+](=O)[O-])c(N3CCCCC3)c2)CC1 | ? | 8% | 21µM*
COC(=O)c1n[nH]n(-c2ccc(F)c(Cl)c2)c1=O | 8% | . | 9%
COC(=O)CSc1nnc(-c2ccoc2C)n1-c1ccc(C)cc1 | 7% | 3% | -25%
Cn1nc(C(=O)N2CCN(S(=O)(=O)c3ccc(Cl)cc3)CC2)c2ccccc2c1=O | ? | 3% | 23µM*
CCC(CO)NS(=O)(=O)c1cc(-c2nn(C)c(=O)c3ccccc23)ccc1C (stereo not drawn) | ? | 0% | -29%
FC(F)(F)c1ccccc1-c1nc(NCCN2CCOCC2)c2ccccc2n1 | 0% | . | -11%
CCOc1ccccc1NC(=O)c1nc(SC(C)C)ncc1Cl | ? | 2% | 18µM*

Filtered by structure, the entries above containing a CF3 group (2)
SMILES | TDP1 cell CPT | TDP1 block | TDP1 cell noCPT
C[C@@H]1CN([C@@H](C)CO)C(=O)CCCn2nncc2CO[C@H]1CN(C)C(=O)Nc1ccccc1C(F)(F)F | 2% | . | -15%
FC(F)(F)c1ccccc1-c1nc(NCCN2CCOCC2)c2ccccc2n1 | 0% | . | -11%

(list continues)
SMILES | TDP1 cell CPT | TDP1 block | TDP1 cell noCPT
COc1ccc(-n2c(=O)c(-c3ccccc3)nc3cnc(N4CCNCC4)nc32)cc1 | -9% | . | 5%
CCOC(=O)N1CCc2c(sc3c2c(=O)n(Cc2ccccc2)c(=O)n3CC(=O)NCCOC)C1 | -24% | 2% | 24%
CN(Cc1ccon1)Cc1cn(C)nc1-c1ccc(Oc2ccccc2)cc1 | ? | . | ?
COC(=O)c1cn(NC(=O)C2COc3ccccc3O2)c(=O)c2ccccc12 (stereo not drawn) | 2% | -1% | 0%
Cc1ccc(C)c(NC(=O)CN(C)S(=O)(=O)c2ccc3c(c2)CCC(=O)N3)c1 | -10% | 3% | -27%
CSc1ncnc2c1ncn2CCCN1CCN(Cc2c(C)cc(C)cc2C)CC1 | ? | . | ?
CC(C)c1ccc(CNC(=O)C2CCCN2S(=O)(=O)c2ccccc2)cc1 (stereo not drawn) | ? | . | 12µM*
O=C1Nc2ccccc2C(O)(C(=O)NCc2ccco2)N1c1ccc(Cl)c(Cl)c1 (stereo not drawn) | -13% | -1% | -28%
C/C(=N/O)c1ccccn1 | 8% | 6% | 0%
COc1ccc(-n2cc(C(=O)O)c(=O)cc2C)cc1 | -14% | -1% | -18%
CCOc1ccc(CN2C(=O)c3ccccc3C2C(=O)NCc2cccnc2)cc1 (stereo not drawn) | -25% | 0% | -24%
Nn1c(C2CCC2)nc2cc(Cl)ccc2c1=O | -16% | . | -5%
CCC(C)NC(=O)CNC(=O)c1nn(-c2ccc(OC)c(Cl)c2)c(=O)c2ccccc12 (stereo not drawn) | -4% | . | ?
Cc1ccc(C)c(CN2C(=O)c3ccccc3S(=O)c3ccc(C(=O)N4CCOCC4)cc32)c1 (stereo not drawn) | ? | 7% | -28%
CCCc1c(C)c2ccccc2[nH]c1=O | -6% | 7% | -1%
COc1ccc2c(c1)CCCC21NC(=O)NC1=O (stereo not drawn) | -6% | 3% | -9%
CC(C)NC(=O)c1sc2nc(-c3cccs3)cc(-c3cccs3)c2c1N | -23% | -9% | -25%
Cc1ccc(-n2c(SCc3ccccc3)nc3c([nH]c4ccccc43)c2=O)cc1 | -26% | 5% | -5%
CCn1c(Cc2ccccc2)nnc1SCC(=O)c1cccc([N+](=O)[O-])c1 | -23% | -1% | -16%
O=C(Cc1cccs1)Nc1cccc(-c2nnc(-c3ccco3)o2)c1 | 16µM* | 0% | 12µM*
Cc1ccc(C(C)NC(=O)c2c(C)noc2C)cc1C (stereo not drawn) | -19% | 2% | -16%
CC(=O)Oc1ccc(N2C(=O)C3C(C2=O)C(C(=O)c2ccc(Cl)cc2)N2CCCC32)cc1 (stereo not drawn) | ? | 1% | 18µM*
COc1ccc(C(=O)Nn2c(C)ccc2C)cc1OC | -1% | 9% | 7%
COCCn1cnc2c1c(=O)n(CC(=O)NCC(F)(F)F)c(=O)n2Cc1ccccc1 | -3% | . | 5%
CN(C(=O)c1cccc(NC(=O)C2CCN(C(=O)OC(C)(C)C)CC2)c1)C1CCCCC1 | 21µM* | 1% | 13µM*

Three compounds already listed, ordered by heavy-atom count, smallest number first:
SMILES | TDP1 cell CPT | TDP1 block | TDP1 cell noCPT
Nn1c(C2CCC2)nc2cc(Cl)ccc2c1=O | -16% | . | -5%
CC(C)NC(=O)c1sc2nc(-c3cccs3)cc(-c3cccs3)c2c1N | -23% | -9% | -25%
Cc1ccc(-n2c(SCc3ccccc3)nc3c([nH]c4ccccc43)c2=O)cc1 | -26% | 5% | -5%

Continuation.
SMILES | TDP1 cell CPT | TDP1 block | TDP1 cell noCPT
CCCCOc1ccc(CNC(=O)Cc2ccc(NC(=O)N3CCSc4ncccc43)cc2)cc1 | ? | 0% | ?
CCOc1ccc(N(CC(=O)NCc2ccccc2)S(=O)(=O)c2c(C)noc2C)cc1 | 6% | 6% | -13%
O=C(CSc1nnc(NC(=O)c2ccccc2)s1)NCc1ccco1 | -27% | -2% | -14%
COc1ccc(-c2noc(CCC(=O)Nc3cccnc3)n2)cc1OC | ? | 7% | ?
Cc1c(Cl)c([N+](=O)[O-])nn1CCCC(=O)Nc1sc2c(c1C(N)=O)CCC(C)C2 (stereo not drawn) | 5% | -3% | ?
COC(=O)C(C)(C(=O)OC)c1ccccc1[N+](=O)[O-] | 1% | 8% | -8%
O=C(NCCN1CCC(n2c(=O)[nH]c3ccccc32)CC1)c1cc(F)cc(F)c1 | -10% | . | -30%
CC(C)C(=O)Nc1cc2c3c(c1)CCN3C(=O)CC2 | 14% | -2% | 0%
CCOC(=O)Cc1cn(C(=O)OC(C)(C)C)c2ccccc12 | ? | -16% | ?
O=C(c1cc2cc(Cl)ccc2oc1=O)N1CCCC1 | -7% | 0% | -8%
FC(F)(F)c1ccc(C2[C@H]3CN(Cc4ccc(-c5ccccc5)cc4)[C@H](c4ccccc4)C34CC2(c2cccnc2)C4)cc1 (stereo partly drawn) | ? | 5%&5% | ?
Cc1cc(C(=O)COC(=O)C2=NNC(=O)CC2)c(C)n1-c1ccc(OC(F)F)cc1 | ? | 10% | ?
COc1cc(NC(=O)C2CC(=O)N(CCc3ccc(F)cc3)C2)cc(OC)c1OC (stereo not drawn) | 13% | 3% | -13%
COc1ccccc1NC(=O)c1c(C)cc(C)nc1SCC(=O)Nc1cccc(C)c1 | ? | 2% | ?
COc1cccc(CN2CCN(S(=O)(=O)c3ccccc3)CC2)c1OC | ? | . | ?
CC(=O)NC(CCS(C)(=O)=O)C(=O)Nc1c(F)cccc1F (stereo not drawn) | 5% | 6% | -3%

Whole records as entered above. Values in the order: TDP1 cell CPT	TDP1 block	TDP1 cell noCPT
Cc1cc(C(=O)COC(=O)C2=NNC(=O)CC2)c(C)n1-c1ccc(OC(F)F)cc1 in the list: ?	10%	?
COC(=O)C(C)(C(=O)OC)c1ccccc1[N+](=O)[O-] in the list: 1%	8%	-8%
COc1ccc(-c2noc(CCC(=O)Nc3cccnc3)n2)cc1OC in the list: ?	7%	?
O=C(c1cc2cc(Cl)ccc2oc1=O)N1CCCC1 in the list: -7%	0%	-8%
CC(=O)NC(CCS(C)(=O)=O)C(=O)Nc1c(F)cccc1F (stereo not drawn) in the list: 5%	6%	-3%
